# Bioassay records (PubChem)
# BH1578 lux ind – induces V. cholerae light production without autoinducers | V. cholerae BH1578 lux reporter, luminescence, 6 h | activation, % at 18.7 µM | 350,000 compounds, 0.16% hits; in the data active = activation mostly above about 9.7%, no sharp cut-off; note: not every result past the cut was called active; inactives centre near 0; reference of the scale not given here
# Y pestis TopoI – inhibitors of Yersinia pestis topoisomerase I | 360,000 compounds, 0.064% hits | activity, % at 10 µM | Y. pestis Topo-I cleavage product accumulation, plate reader; in the data active = activity above about 50%, passing the limit was not always enough; note: inactives centre near 2
# PfHsp40 rescue – compounds rescuing yeast from Plasmodium falciparum HSP40 toxicity; S. cerevisiae expressing PfHsp40, growth rescue, ATP luminescence; growth rescue, % at 12.5 µM; 340,000 compounds, 0.68% hits; AID 504582; in the data active = growth rescue above about 28%, passing the limit was not always enough;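 note: yeast W303a lacking pdr1 and pdr3 grown in galactose medium; growth measured after three days at 30 °C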
# Anthrax LF inh2 – blocks Bacillus anthracis lethal factor protease; multiplex microsphere protease cleavage assay, LF; inhibition, % at 10 µM; P15917; 360,000 compounds, 0.12% hits; note: plate controls were buffer without enzyme for full effect and enzyme alone for no effect
# Target sequence (P15917 whole entry, looked up): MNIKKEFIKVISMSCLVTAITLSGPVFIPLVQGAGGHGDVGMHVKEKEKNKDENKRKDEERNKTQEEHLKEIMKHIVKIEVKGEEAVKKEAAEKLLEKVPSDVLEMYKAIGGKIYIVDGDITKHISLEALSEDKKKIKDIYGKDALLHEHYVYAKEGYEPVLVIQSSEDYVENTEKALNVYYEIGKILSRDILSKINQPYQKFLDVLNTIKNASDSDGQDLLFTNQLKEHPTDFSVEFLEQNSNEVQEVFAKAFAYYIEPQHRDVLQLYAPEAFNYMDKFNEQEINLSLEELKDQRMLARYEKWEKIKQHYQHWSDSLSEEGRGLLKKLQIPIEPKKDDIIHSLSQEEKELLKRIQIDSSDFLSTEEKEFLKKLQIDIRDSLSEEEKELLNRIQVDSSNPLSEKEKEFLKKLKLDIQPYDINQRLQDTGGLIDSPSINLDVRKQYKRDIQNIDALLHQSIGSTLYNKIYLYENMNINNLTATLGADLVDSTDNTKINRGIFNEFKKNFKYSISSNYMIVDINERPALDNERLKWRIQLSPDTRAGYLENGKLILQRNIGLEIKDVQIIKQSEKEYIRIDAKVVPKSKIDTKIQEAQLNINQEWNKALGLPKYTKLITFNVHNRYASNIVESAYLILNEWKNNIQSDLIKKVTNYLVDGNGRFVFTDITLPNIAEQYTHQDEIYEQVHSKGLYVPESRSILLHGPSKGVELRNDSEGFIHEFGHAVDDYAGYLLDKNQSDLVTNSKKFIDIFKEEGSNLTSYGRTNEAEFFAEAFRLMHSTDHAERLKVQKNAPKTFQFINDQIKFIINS
# BoNT-A LC inh2 – blocks Botulinum neurotoxin A light chain protease | inhibition, % at 10 µM | 360,000 compounds, 0.17% hits | multiplex microsphere protease substrate cleavage, flow cytometry | AID 588499; note: plate controls were buffer without enzyme for full effect and enzyme alone for no effect
# SARS 3CLpro inh – SARS-CoV 3CLpro protease inhibition. AID 1706. inhibition, % at 6 µM. recombinant SARS-CoV 3CLpro, quenched FRET peptide cleavage. P0C6X7. 290,000 compounds, 0.14% hits; in the data active = inhibition above about 12%
# TcdB inh – TcdB glycohydrolase inhibition | TcdB glycohydrolase enzymatic assay, plate reader | inhibition, % at 9.99 µM | P18177 | 350,000 compounds, 0.24% hits; in the data active = inhibition above about 10%
# PriA SSB inh – blocks PriA binding to SSB C-terminal tail; inhibition, % at 33 µM; AID 1272365; 430,000 compounds, 0.6% hits; AlphaScreen SSBct-PriA binding, biotinylated peptide; in the data active = inhibition mostly above about 37%, no sharp cut-off; inactive = mostly below about 20%;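 note: plate controls were negative control peptide for no effect and reference peptide for full effect; strong numbers were not always called active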
# VHR inh abs – inhibitors of human VHR1 phosphatase (DUSP3). 290,000 compounds, 0.52% hits. P51452. AID 1654. inhibition, % at 13.3 µM. recombinant VHR phosphatase, pNPP absorbance; in the data active = inhibition above about 50%; note: some compounds called inactive have numbers as strong as hits
# Target sequence (P51452 whole entry, looked up): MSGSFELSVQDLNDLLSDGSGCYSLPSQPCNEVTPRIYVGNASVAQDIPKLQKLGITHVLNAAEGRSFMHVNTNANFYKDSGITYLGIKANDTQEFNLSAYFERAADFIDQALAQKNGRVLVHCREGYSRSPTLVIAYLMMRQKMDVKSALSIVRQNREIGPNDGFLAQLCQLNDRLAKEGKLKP
# CCHF vOTU inh – blocks the CCHF virus ovarian tumor domain protease; CCHFV vOTU protease, Pep-AMC fluorescence; inhibition, % at 11.5 µM; 370,000 compounds, 0.55% hits; AID 651958; in the data active = inhibition above about 30%; note: 0% = vehicle wells with enzyme and 100% = no enzyme wells
# Starred values were filed as active, the others as inactive; i = inactive; · = not tested or not shown; & = joins results of further samples. Cut-off read from the data, not from the text of the source, unless noted: active = inhibition above about 30%; inconclusive = no clear call, values can overlap the other calls; inactive = below that.
# Order of results: BH1578 lux ind	Y pestis TopoI	PfHsp40 rescue	Anthrax LF inh2	BoNT-A LC inh2	SARS 3CLpro inh	TcdB inh	PriA SSB inh	VHR inh abs	CCHF vOTU inh
CCC(NC(=O)NCCCn1ccnc1)(C(F)(F)F)C(F)(F)F
→ ·	2.1	-0.4	0.1	0.1	1.8	·	-3.9	-4.0	4.5
CCC(=O)c1ccc(OCC(O)CN2CCN(c3cccc(C(F)(F)F)c3)CC2)cc1 (stereo unspecified)
→ 1.0	18.8	-0.3	-2.1	0.0	0.3	·	-7.2&3.0	-5.4	9.1
Nc1c(C(=O)NC2CC2)sc2nc3c(c(-c4ccco4)c12)CC/C3=C/c1ccco1
→ -0.3	-31.8	-0.6	2.0	6.4	3.3	·	20.7	100.7	·
CCc1ccc(NC(=O)C(C)OC(=O)CN2C(=O)NC3(CCCC3)C2=O)cc1 (stereo unspecified)
→ -2.9	-11.0	-0.7	-2.9	-0.9	·	-0.2	6.2	·	9.6
CNc1c(N=Cc2cccnc2)c(=O)n(C)c(=O)n1C
→ -0.1	7.3	-1.1	-1.2	-0.2	1.1	·	-15.6	-2.5	14.7
CC(NC(=S)N1CCOCC1)c1ccccc1 (stereo unspecified)
→ i	-1.7	-1.5	1.2	0.3	-2.4	·	-26.0	-3.6	1.0
CCC1=C2CC[C@H]3C(=O)N(c4ccccc4)C(=O)[C@H]3[C@H]2[C@@]2(C)C(=NCC(=O)OC)OC(=O)N2C1=O
→ i	9.1	0.3	-2.4	-0.1	·	-0.2	-0.2	-11.7	0.3
CC1=C(C(=O)N2CCCCCC2)CC(CC(=O)NCCCCc2ccccc2)C(=O)N1Cc1ccccc1 (stereo unspecified)
→ ·	·	·	2.0	-0.7	·	0.3	·	·	2.9
CC(NC(=O)c1cc2ccccc2oc1=O)c1ccccc1 (stereo unspecified)
→ -0.2	0.5	-0.5	6.1	3.8	0.5	1.5	-12.0&-4.9	-3.8	-8.5
CCOc1c2ccc(C(=O)NCc3ccc(OC(F)(F)F)cc3)cc2nn1CC
→ -1.2	22.8	-0.4	-4.5	0.1	5.0	-0.7	-1.1	-7.4	-17.8
CCOc1ncccc1C(=O)OCc1cccc([N+](=O)[O-])c1
→ i	-12.8	-0.9	-6.9	-0.1	7.3	0.2	-1.5	-2.4	-10.2
CN1C(=O)c2ccc(NC(=O)c3cccc4ccccc34)cc2C1=O
→ -1.6	-1.3	-0.9	-11.3	-3.5	-1.2	-0.5	4.0	-1.2	-8.3
O=C(CN1CCN(c2ccc(Cl)cc2)CC1)c1ccc2c(c1)OCO2
→ -0.2	-8.3	-1.0	-0.8	2.0	5.3	·	22.0	23.2	-0.3
COC(=O)C1(C)NC(c2cccs2)C2C(=O)N(c3ccccc3F)C(=O)C21 (stereo unspecified)
→ -0.3	-1.6	-1.1	-3.6	0.6	-3.4	·	-3.8	37.5	-18.1
CCC1CCCCN1Cc1ccc(OC)c(C)c1 (stereo unspecified)
→ -3.7	-9.1	-0.7	-3.9	-0.7	-3.4	·	1.3	23.4	-0.5
CCN(C(=O)CN1C(=O)NC(c2ccccc2)(c2ccc(C)c(C)c2)C1=O)C1CCCCC1 (stereo unspecified)
→ -0.2	9.3	0.5	2.5	-0.3	·	0.6	-0.8	·	25.1
Cc1ccc(-n2cnc3c(sc4nc(N5CCOCC5)c5c(c43)CCCC5)c2=O)cc1
→ i	24.0	·	-6.1	-0.6	-1.4	1.8	-9.8	13.1	-17.2
Cc1cccc(NC(=O)C2CCCN(C(=O)Nc3ccc(F)cc3)C2)c1 (stereo unspecified)
→ i	2.2	-0.1	-1.7	1.2	-1.7	1.9	-13.0	11.5	11.6
COc1cccc(CN(C)CC(=O)NNC(=O)c2ccc(Cl)cc2)c1
→ i	-7.3	-0.8	-2.3	-1.5	6.5	·	-3.9	-3.8	-2.2
COc1c2c(nc3occc13)C(CC=C(C)C)(OC)C(OC(C)=O)CC2 (stereo unspecified)
→ i	-9.6	-2.4	·	·	-0.8	·	-4.5	4.4	-1.2
CCNS(=O)(=O)c1ccc(CCC(N)=O)cc1
→ -0.2	-2.5	-2.3	-0.9	0.6	-1.8	1.7	-14.8	21.2	6.2
Cc1ccc(NC(=O)CCS(=O)(=O)c2ccc3c(c2)NC(=O)C(C)S3)cc1Cl (stereo unspecified)
→ -1.1	5.5	0.8	-0.9	-2.5	-4.0	-0.1	-11.4	29.8	-1.9
COc1cc(/C=C/C(=O)OCC(=O)Nc2ccc3c(c2)OCCO3)ccc1O
→ -0.7	-12.4	0.7	-1.1	1.0	0.7	·	-6.0	-1.6	-7.0
CC(C)(C)c1ccc(C(=O)N2CCN(c3ncccn3)CC2)cc1
→ -0.6	9.7	1.8	3.8	0.8	2.0	0.1	-7.3	9.6	8.4
COc1ccc(Cl)cc1NC(=O)CCS(=O)(=O)c1cc2c(cc1C)NC(=O)CO2
→ i	2.6	-0.5	7.0	-0.4	-1.9	1.5	-9.6	9.5	11.3
CN(C)CCNC(=O)c1ccccc1-c1ccccc1
→ -0.5	-7.4	0.7	0.8	-0.2	1.2	·	-10.1	-3.9	-7.1
OC1(c2ccc(Br)cc2)CCNCC1
→ -0.4	-2.2	0.4	0.3	0.2	-1.8	·	-4.0	28.7	-8.1
O=C(NC1CC1)c1cc2cc(Br)ccc2s1
→ -0.8	8.8	0.0	-1.8	0.3	10.3	2.0	-5.0	-6.9	4.9
O=C(c1cccc(Cl)c1)N1CCN(Cc2ccc3c(c2)OCO3)CC1
→ i	-9.5	-0.2	12.4	-1.5	7.0	0.4	1.1	-3.2	-0.6
CC(=O)C1CCC2(O)C3CCC4=CC(=O)CCC4(C)C3CCC12C (stereo unspecified)
→ i	-1.9	0.0	4.6	-0.5	·	0.2	-10.4	·	2.7

# One compound at a time (already shown). Order of screens: BH1578 lux ind | Y pestis TopoI | PfHsp40 rescue | Anthrax LF inh2 | BoNT-A LC inh2 | SARS 3CLpro inh | TcdB inh | PriA SSB inh | VHR inh abs | CCHF vOTU inh
# Nc1c(C(=O)NC2CC2)sc2nc3c(c(-c4ccco4)c12)CC/C3=C/c1ccco1 is entered as -0.3 | -31.8 | -0.6 | 2.0 | 6.4 | 3.3 | · | 20.7 | 100.7 | ·
# CN(C)CCNC(=O)c1ccccc1-c1ccccc1 is entered as -0.5 | -7.4 | 0.7 | 0.8 | -0.2 | 1.2 | · | -10.1 | -3.9 | -7.1

# The list goes on:
# Order of results: BH1578 lux ind	Y pestis TopoI	PfHsp40 rescue	Anthrax LF inh2	BoNT-A LC inh2	SARS 3CLpro inh	TcdB inh	PriA SSB inh	VHR inh abs	CCHF vOTU inh
Cc1ccnc(NC(=O)CCC(=O)N(CC(=O)NC(C)(C)C)Cc2ccc3c(c2)OCO3)c1
→ -0.1	-9.9	1.3	2.9	-2.0	-1.5	0.9	-9.9	38.4	14.6
CC1Cc2nc(SCC(=O)Nc3nccs3)n(C)c(=O)c2S1 (stereo unspecified)
→ 0.1	3.2	1.1	-5.6	0.5	-5.1	2.5	-12.8	-5.4	1.7
CCCNC(=O)C1CCC(CNS(=O)(=O)c2ccc3c(c2)N(C(C)=O)CCO3)CC1 (stereo unspecified)
→ i	-7.7	0.5	0.4	-1.2	-4.2	0.5	-2.7	-12.2	-9.8
COc1ccc(S(=O)(=O)N2CCCCC2)cc1NC(=O)CSc1nnc(C2CC2)n1C
→ i	-1.6	-0.4	-3.5	-1.4	·	0.7	-7.0	·	2.7
CCC(=O)NNC(=S)NC(=O)c1ccc(C)cc1
→ 0.4	3.5	68.6*	7.6	-2.8	3.8	1.9	-7.5	5.6	-10.8
COc1ccc(N2CCN(C(=O)CN(c3ccc(OC)cc3)S(=O)(=O)c3ccccc3)CC2)cc1
→ ·	28.2	-0.4	-0.9	1.0	2.7	1.0	28.9	40.4	28.5
CC(C)(C)C(=O)Nc1ccc(S(=O)(=O)Nc2nccs2)cc1
→ -0.1	0.9	0.9	-14.9	0.0	-4.3	0.6	-6.4	18.2	16.2
Cc1cccc(/N=C/c2c(O)cc(C)oc2=O)n1
→ ·	-4.8	0.0	5.1	0.7	0.7	-0.2	·	15.5	0.0
COc1cccc(NC(=O)CN2CCN(CC(=O)Nc3ccc(F)cc3)CC2)c1
→ i	-6.5	1.2	-6.3	-1.3	3.6	1.2	2.5	-11.0	-0.9
O=C1CCCC(=O)C1=C1SCCCS1
→ -1.4	1.9	-1.1	-0.9	-0.3	-1.2	·	-2.6	-8.5	4.8
Cc1ccc(C(=O)OCC(=O)N2CC(C)OC(C)C2)cc1 (stereo unspecified)
→ -1.2	-5.7	0.3	6.8	-1.8	-0.6	-0.3	6.0	29.3	12.7
CN(C)/C=C(\C#N)C(=O)c1cccnc1Oc1cccc(F)c1
→ -0.1	0.2	0.9	-14.6	14.1	-3.5	·	-1.5	45.2	-7.1
C/C(=N/OC(=O)c1c(-c2ccccc2Cl)noc1C)c1cnccn1
→ -0.5	-8.3	0.1	6.0	1.5	2.2	2.1	·	13.4	-3.5
Cc1oc2cc(OC(C)C(=O)O)ccc2c(=O)c1Oc1ccccc1 (stereo unspecified)
→ 0.0	6.3	-1.1	-0.2	0.5	3.6	·	-2.9	11.3	3.5
Cc1c(Cl)cccc1NC(CC(=O)c1ccccc1)C(=O)O (stereo unspecified)
→ -0.3	-1.0	3.4	-3.4	-1.1	4.4	·	-5.7	-5.7	-12.3
CCN(CC(=O)NCc1ccc(F)cc1)C(=O)c1cc2ccccc2o1
→ -4.5	3.0	0.7	0.0	-2.0	-4.8	1.8	2.3	34.4	0.6
NC(Cc1ccc(C(F)(F)F)cc1)c1csc(Nc2ccccn2)n1 (stereo unspecified)
→ -4.5	-12.6	·	-0.2	-0.4	·	0.3	·	·	19.5
CC(=O)Nc1ccc(S(=O)(=O)Nc2ccc3c(c2)OCCO3)cc1
→ -0.5	2.5	0.1	-4.3	0.1	0.4	·	-2.5	-2.0	·
O=C(COC(=O)c1ccncc1)Nc1cc(Cl)ccc1Cl
→ 2.2	6.2	-1.2	-1.8	-0.6	-7.2	0.9	-9.3	26.9	5.5
CCSc1nnc(NC(=O)CSc2c(Cl)cccc2Cl)s1
→ -7.1	1.0	0.4	-2.4	-0.7	0.1	·	-12.0	12.0	20.9
CCCCCC(=O)N1C[C@@H](O)[C@H](n2cc(C3CC3)nn2)C[C@@H]1c1ccc(C)cc1
→ -0.3	24.6	·	-3.8	-0.2	·	0.2	·	·	9.5
O=C(NC1CC1)c1ccc(CSCc2ccccc2Cl)o1
→ -0.3	6.7	-0.2	0.3	0.7	-2.2	-0.7	-22.1	-14.4	-9.5
COc1ccc(-n2c(Cc3cccn3C)nnc2SCC(=O)Nc2ccc(F)cc2)cc1
→ -0.2	11.0	1.1	-7.6	-0.7	3.2	-0.6	5.1	-27.2	11.8
CCc1nnc(NC(=O)CSc2nnc(CNc3ccc(OC)cc3)n2C)s1
→ -0.3	-1.5	0.1	-2.2	0.4	-7.8	-0.2	4.6	-0.1	-3.0
Cc1ccc(S(=O)(=O)N(C)C[C@H]2Oc3cc(Br)ccc3S(=O)(=O)N([C@H](C)CO)C[C@H]2C)cc1
→ -1.1	30.0	·	-6.6	0.3	·	-1.4&-0.7&-1.9	·	·	17.0
O=Cc1cn(CCOc2ccc(F)cc2)c2ccccc12
→ i	-3.8	·	-13.0	-1.6	·	3.1	·	·	6.4
Cc1cc(C)c(C(=O)CN2C(=O)NC3(CCC(C)CC3)C2=O)cc1C (stereo unspecified)
→ -0.2	2.5	-1.2	-4.2	0.0	4.7	-0.3	-7.3	26.2	0.6
Cn1c(COc2ccccc2)nc2ccccc21
→ i	-3.8	-0.3	-1.6	-2.2	-1.4	0.2	-8.1	12.2	-1.5
Cc1ccc(-c2cc(C(F)(F)F)nn2-c2ccc(S(N)(=O)=O)cc2)cc1
→ -0.7	1.2	0.0	0.9	1.3	-0.8	1.7	3.8	5.5	17.7

# A portion of the library; the hit share may differ from the screen's.
